TRPC6 inhibitor – inhibitors of mouse TRPC6 channel. HEK293-TRPC6, membrane potential dye, ACh-evoked depolarization; active compounds read low. Q61143. B-score at 10 µM. AID 2553. 1.1% of 310,000 active;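 active = B-score under library mean minus 3 SD, initial fluorescence not abnormally high, positive integrated signal ratio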;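 also: B-score derived from integrated fluorescence ratio over the kinetic read; more negative B-score means stronger inhibition of depolarization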
Target sequence (Q61143 whole entry, looked up): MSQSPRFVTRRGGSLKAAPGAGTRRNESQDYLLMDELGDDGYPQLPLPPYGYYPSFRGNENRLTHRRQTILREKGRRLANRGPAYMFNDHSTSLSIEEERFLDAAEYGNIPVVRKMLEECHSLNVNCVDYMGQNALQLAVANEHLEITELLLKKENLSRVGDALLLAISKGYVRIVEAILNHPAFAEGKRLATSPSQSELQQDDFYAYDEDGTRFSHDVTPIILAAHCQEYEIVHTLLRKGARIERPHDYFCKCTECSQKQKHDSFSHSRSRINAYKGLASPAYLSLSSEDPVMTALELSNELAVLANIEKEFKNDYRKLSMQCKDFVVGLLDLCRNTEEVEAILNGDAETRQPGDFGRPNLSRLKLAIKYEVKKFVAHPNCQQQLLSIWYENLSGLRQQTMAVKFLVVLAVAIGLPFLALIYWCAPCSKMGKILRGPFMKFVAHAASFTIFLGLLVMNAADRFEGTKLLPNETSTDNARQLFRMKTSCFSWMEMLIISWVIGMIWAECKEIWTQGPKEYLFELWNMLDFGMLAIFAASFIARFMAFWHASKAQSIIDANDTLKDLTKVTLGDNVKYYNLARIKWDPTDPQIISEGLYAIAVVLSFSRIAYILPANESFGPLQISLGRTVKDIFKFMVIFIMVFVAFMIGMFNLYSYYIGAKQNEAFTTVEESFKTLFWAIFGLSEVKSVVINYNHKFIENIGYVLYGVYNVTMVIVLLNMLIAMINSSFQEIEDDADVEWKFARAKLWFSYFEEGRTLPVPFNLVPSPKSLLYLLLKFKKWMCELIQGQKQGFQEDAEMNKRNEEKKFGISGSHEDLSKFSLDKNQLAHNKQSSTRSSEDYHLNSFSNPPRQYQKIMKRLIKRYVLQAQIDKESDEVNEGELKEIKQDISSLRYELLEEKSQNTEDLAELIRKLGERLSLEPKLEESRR
TRPC4 potent – allosteric potentiators of mouse TRPC4 channel; Q9QUQ5; HEK293 TRPC4beta/mu-opioid, DAMGO EC20, Fluo-4 Ca2+ flux; active compounds read high; B-score at 10 µM; 0.42% of 310,000 active;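 active = B-score of calcium response area above 5 SD of library B-scores, with initial fluorescence ratio within 5 SD of library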;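 also: B-score of integrated fluorescence ratio over time as area under calcium response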
HIF activator – HIF pathway transcriptional activation; U2OS HRE-luciferase reporter, luminescence; normalized: DMSO 0%, desferrioxamine 100%; activation, % at 7.5 µM (by protocol); 0.32% of 300,000 active; AID 1910;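 active = mean activation of at least 10% of the iron chelator positive control signal, with at least half of replicates also reaching 10%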
TRPC6 act – activators of mouse TRPC6 channel | HEK293-TRPC6 membrane potential dye fluorescence; active compounds read high | AID 2550 | Q61143 | 0.13% of 310,000 active | B-score at 10 µM;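 active = B-score of the integrated fluorescence ratio above library mean plus 3 SD, and starting fluorescence ratio within library mean plus 5 SD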;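 also: higher score means more depolarization so channel activation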
TRPC4 agonist – TRPC4 (mouse) channel activation; Q9QUQ5; HEK293 TRPC4beta/mu-opioid, Fluo4 calcium fluorescence; active compounds read high; B-score at 10 µM; 0.49% of 310,000 active;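 active = B-score above 5 SD of library B-scores, and initial fluorescence ratio not above library mean plus 5 SD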;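 also: positive B-score marks a calcium rise read as TRPC4 activation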
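Material: TRPC4beta and mu-opioid receptor HEK293 stable cells | Incubation: 45 min room-temperature Fluo4 loading, 110 s read | Detection: Kinetic Fluo4 calcium fluorescence | Measure: Integrated baseline-normalised fluorescence ratio, converted to per-well B score | Benchmarks: Low control buffer alone, high control maximal DAMGO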
MrgX1 antag – human MrgX1 receptor antagonism, primary screen | MRGX1-HEK293 calcium flux, Fluo-4, BAM8-22 antagonism; active compounds read low | AID 588676 | B-score at 10 µM | 1.3% of 310,000 active;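 active = calcium-response B-score plate-corrected more than 3 library SD below zero, starting fluorescence within 5 deviations, no agonist response on first addition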;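 also: peak minus trough fluorescence over baseline after final BAM8-22 challenge near maximal dose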
SKKanGAS inh – blocks kanamycin growth of S. pyogenes SKKanGAS strain; BacTiter-Glo, 6 h; inhibition, % at 7.5 µM; 1.3% of 300,000 active; AID 1662;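 active = mean replicate score, as percent of positive control median, at least 50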;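 also: strain carries kanamycin resistance gene driven by streptokinase promoter and grows in 40 µg/ml kanamycin; loss of luminescence reflects streptokinase promoter inhibition or plain growth inhibition; 0% = median of DMSO wells and 100% = positive control at its reference dose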
aSyn UTR inh – 5' untranslated region of α-synuclein, MLPCN primary screen | alpha-synuclein 5'UTR reporter, inhibitor activity | 0.82% of 300,000 active | AID 1813 | inhibition, % (tested at 7.5 µM); in the data active = inhibition above about 60%;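 also: H4 neuroglioblastoma cells stably carrying SNCA 5'UTR luciferase fusion; 0% = DMSO wells and 100% = positive control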
IEC-6 cytotox – counter-screen for KLF5 inhibitors: cytotoxicity in IEC-6 cells. IEC-6 cytotoxicity, luminescence viability. inhibition, % at 5 µM. 0.78% of 290,000 active; in the data active = inhibition above about 22%;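 also: 0% = plate median of test compound wells and 100% = cytotoxic reference compound wells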
KLF5 inh – suppresses KLF5 promoter-driven expression; 0.23% of 290,000 active; DLD-1 KLF5 promoter-luciferase reporter, luminescence; inhibition, % at 5 µM;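 active = inhibition above a per-plate limit of that plate's mean compound inhibition plus 3 SD, cut at about 60% in these data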;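 also: 0% = DMSO wells and 100% = LY294002 at 200 µM; higher means less KLF5 promoter-driven luciferase light; inactives centre near -14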
TRPC4 block – inhibitors of mouse TRPC4 channel; Q9QUQ5; B-score at 10 µM; HEK293 TRPC4beta/mu-opioid, DAMGO-evoked Fluo4 calcium flux; active compounds read low; 0.39% of 300,000 active; AID 2247;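 active = B-score over 3 SD under the library average, no early fluorescence shift, positive overall ratio signal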
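test system = HEK293 cells with stable TRPC4beta plus mu-opioid receptor expression | detection = Fluo4 Ca2+ flux fluorescence | read-out = integrated fluorescence ratio relative to baseline, converted to per-well B score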
Starred values were filed as active, the others as inactive; i = inactive; . = no result given.

SMILES	TRPC6 inhibitor	TRPC4 potent	HIF activator	TRPC6 act	TRPC4 agonist	MrgX1 antag	SKKanGAS inh	aSyn UTR inh	IEC-6 cytotox	KLF5 inh	TRPC4 block
CCC(=O)Nc1ccc(N2CCN(Cc3ccccc3F)CC2)cc1	i	i	0.2	i	i	i	-3	12	3	-15	i
CCOC(=O)c1ccc[n+](CC(=O)c2ccc(OC)cc2)c1	i	i	-0.8	i	i	i	-14	13	-4	-45	i
COc1cc(C(=O)NNC(=O)c2ccco2)cc(OC)c1OC	i	i	-0.6	i	i	i	4	-20	0	-18	i
CC(C)OC(=O)c1ccc(NC(=S)NC(=O)c2cncc(Br)c2)cc1	i	i	0.0	i	i	i	20	13	-7	-30	i
CN(C)CCCN(C(=O)CCc1ccccc1)c1nc2ccc(Cl)cc2s1	i	i	-4.1	i	i	i	1	109*	3	-16	i
Cc1ccc(OCC(O)CNC(=O)c2ccccc2C(=O)O)cc1 (stereo unspecified)	i	i	0.0	i	i	i	3	-2	-4	-5	i
O=C(COc1ccc(Cl)cc1)OCC(=O)N1CCCc2ccccc21	i	i	0.3	i	i	i	3	-4	0	-25	i
CC(C)Cn1c(SCC(=O)Nc2cc(Cl)c(Cl)cc2Cl)nc(O)cc1=O	i	i	-0.5	i	i	i	0	14	.	.	i
O=S(=O)(Cc1ccc(Cl)cc1)N1CCCC1	i	i	-0.1	i	i	i	3	-1	-2	-18	i
COc1ccc(CCNC(=O)CN2C(=O)c3cccc4cccc(c34)C2=O)cc1OC	i	i	-0.4	i	i	i	-12	19	-8	-27	i
O=C(O)c1ccccc1C(=O)Nc1ccc(Oc2cccc(C(F)(F)F)c2)nc1	i	i	-0.2	i	i	i	-6	-12	-10	-21	i
CC(=O)NC(Cc1c[nH]c2ccccc12)C(=O)NCc1ccco1 (stereo unspecified)	i	i	0.9	i	i	i	2	-4	5	-24	i
O=c1c(Cc2ccc(F)cc2)c(O)ccn1Cc1ccc(Cl)cc1Cl	i	i	-0.3	i	i	i	2	13	-2	15	i
O=C(c1cccc([N+](=O)[O-])c1)N1CCN(c2ccc(Cl)cc2)CC1	i	i	-1.0	i	i	i	-1	14	-1	-32	i
Cc1ccc(S(=O)(=O)N2CCN(C(=O)C3COc4ccccc4O3)CC2)cc1C (stereo unspecified)	i	i	-0.2	i	i	i	-7	25	0	-28	i
Cc1c(N=NC2=C(O)CC(C)(C)CC2=O)cc2c(c1[N+](=O)[O-])C(C)(C)CC2(C)C	i	i	-0.2	i	i	i	24	22	-6	3	i
O=C(COc1ccc(Cl)cc1)NCc1nnc(SCC(=O)Nc2ccccc2F)o1	i	i	-0.3	i	i	i	-37	7	1	-10	i
Cc1ccc(/C=C2/SC(=S)N(C3CCCCC3)C2=O)o1	i	i	0.8	i	i	i	-5	-39	-11	-9	i
COc1cc(C(=O)Nc2ccccc2C2COC(=O)C2=N)cc(OC)c1OC (stereo unspecified)	i	i	-0.9	i	i	i	-6	-10	4	-17	i
COc1ccc(NC(=O)CC2SC(=O)NC2=O)cc1 (stereo unspecified)	i	i	-0.7	i	i	i	3	-6	4	2	i

Two entries drawn at random from the list so far:
SMILES	TRPC6 inhibitor	TRPC4 potent	HIF activator	TRPC6 act	TRPC4 agonist	MrgX1 antag	SKKanGAS inh	aSyn UTR inh	IEC-6 cytotox	KLF5 inh	TRPC4 block
CC(C)Cn1c(SCC(=O)Nc2cc(Cl)c(Cl)cc2Cl)nc(O)cc1=O	i	i	-0.5	i	i	i	0	14	.	.	i
O=C(O)c1ccccc1C(=O)Nc1ccc(Oc2cccc(C(F)(F)F)c2)nc1	i	i	-0.2	i	i	i	-6	-12	-10	-21	i

Printed as active in aSyn UTR inh (from the list above):
SMILES	TRPC4 potent	TRPC6 act	MrgX1 antag	aSyn UTR inh	KLF5 inh	TRPC4 block
CN(C)CCCN(C(=O)CCc1ccccc1)c1nc2ccc(Cl)cc2s1	i	i	i	109*	-16	i

New compounds follow:
SMILES	TRPC6 inhibitor	TRPC4 potent	HIF activator	TRPC6 act	TRPC4 agonist	MrgX1 antag	SKKanGAS inh	aSyn UTR inh	IEC-6 cytotox	KLF5 inh	TRPC4 block
CSc1ccccc1NC(=O)CN(c1ccccc1Br)S(C)(=O)=O	i	i	-0.1	i	i	i	3	32	-15	-20	i
CCOC(=O)CN1C(=O)/C(=C/c2ccccc2Br)Oc2ccccc21	i	i	0.1	i	i	i	6	9	5	-4	i
O=C(/C=C/c1ccco1)NCC1COc2ccccc2O1 (stereo unspecified)	i	i	0.8	i	i	i	11	-31	-2	-6	i
Cc1cc(OCc2cc(C(=O)N(C)CCc3cnn(C)c3)no2)cc(C)c1Cl	i	i	3.7	i	i	i	-3	-145	5	-100	i
Cc1ccc(OCC(=O)N2CCN(c3nnc(-c4ccc(C)cc4)c4ccccc34)CC2)cc1	i	i	-1.2	i	i	i	39	29	5	-24	i
OCC1(CCc2ccccc2)CCCN(CCCC(F)(F)F)C1 (stereo unspecified)	i	i	-1.5	i	i	i	0	8	0	-34	i
Cc1ccccc1NC(=O)c1cccc(N2C(=O)C3C4CC(C(Br)C4Br)C3C2=O)c1 (stereo unspecified)	i	i	.	i	i	i	.	.	1	3	i
Cc1sc2c(=O)n3c(nc2c1C(=O)NC1CCCCC1)CCCCC3	i	i	0.0	i	i	i	12	20	4	-2	i
c1nc2sc3c(c2c2nnnn12)CCCC3	i	i	0.4	i	i	i	-8	-14	2	-1	i
NC(=O)N/N=C/c1cn(-c2ccccc2)nc1-c1cccs1	i	i	1.4	i	i	i	7	-59	13	-34	i
CCN1CCN(CCCNC(=O)c2ccc(NC(=O)C3=CSCCO3)cc2)CC1	i	i	-0.3	i	i	i	-8	16	-1	-21	i
CCN(CC)S(=O)(=O)c1cc(NC(=O)COC(=O)c2sc3ccccc3c2Cl)ccc1C	i	i	-0.2	i	i	i	6	-27	0	-8	i
COc1ccc(-c2nnc3ccc(SCC(=O)Nc4cc(C)on4)nn23)cc1OC	i	i	-0.4	i	i	i	0	1	1	-13	i
CCc1ccc(NC(=O)CCn2c(=O)c3cccn3c3ccccc32)cc1	i	i	-0.3	i	i	i	5	-16	14	17	i
O=C(O)c1ccc2c(c1)C(=O)N(c1ccc(/C=C/C(=O)c3ccccc3)cc1)C2=O	i	i	0.4	i	i	-6.6*	23	-29	1	-81	i
Cn1cccc1C1C=C(c2ccc(C(C)(C)C)cc2)Nc2ncnn21 (stereo unspecified)	i	i	-0.6	i	i	i	28	-114	.	.	i
CCOC(=O)C1CCCN(C(=O)c2ccc(C)cc2O)C1 (stereo unspecified)	i	i	-0.1	i	i	i	6	-9	0	-25	i
COc1ccccc1-n1cc(C(=O)NCC(=O)N2CCN(c3ccccc3)CC2)c2ccccc2c1=O	i	i	0.9	i	i	i	3	-26	4	-73	i
CCOc1ccc(NC(=O)CCN2CCN(S(=O)(=O)c3ccc(Cl)cc3)CC2)cc1	i	i	-0.2	i	i	i	8	5	-6	-41	i
O=C(CNc1ccc2ccccc2c1)N/N=C/c1cc2ccccc2nc1Cl	i	i	0.6	i	i	i	19	-31	7	2	i

Part of the list above, as comma-separated lines.
molecule,TRPC6 inhibitor,TRPC4 potent,HIF activator,TRPC6 act,TRPC4 agonist,MrgX1 antag,SKKanGAS inh,aSyn UTR inh,IEC-6 cytotox,KLF5 inh,TRPC4 block
CCN(CC)S(=O)(=O)c1cc(NC(=O)COC(=O)c2sc3ccccc3c2Cl)ccc1C,i,i,-0.2,i,i,i,6,-27,0,-8,i
Cc1ccc(OCC(=O)N2CCN(c3nnc(-c4ccc(C)cc4)c4ccccc34)CC2)cc1,i,i,-1.2,i,i,i,39,29,5,-24,i
Cc1ccccc1NC(=O)c1cccc(N2C(=O)C3C4CC(C(Br)C4Br)C3C2=O)c1 (stereo unspecified),i,i,.,i,i,i,.,.,1,3,i
O=C(O)c1ccc2c(c1)C(=O)N(c1ccc(/C=C/C(=O)c3ccccc3)cc1)C2=O,i,i,0.4,i,i,-6.6*,23,-29,1,-81,i
Cc1sc2c(=O)n3c(nc2c1C(=O)NC1CCCCC1)CCCCC3,i,i,0.0,i,i,i,12,20,4,-2,i
CCN1CCN(CCCNC(=O)c2ccc(NC(=O)C3=CSCCO3)cc2)CC1,i,i,-0.3,i,i,i,-8,16,-1,-21,i
COc1ccc(-c2nnc3ccc(SCC(=O)Nc4cc(C)on4)nn23)cc1OC,i,i,-0.4,i,i,i,0,1,1,-13,i

Further records follow.
SMILES	TRPC6 inhibitor	TRPC4 potent	HIF activator	TRPC6 act	TRPC4 agonist	MrgX1 antag	SKKanGAS inh	aSyn UTR inh	IEC-6 cytotox	KLF5 inh	TRPC4 block
CC(C)(C)n1nnnc1C(c1cc2cc3c(cc2[nH]c1=O)OCO3)N1CCN(c2ccccc2)CC1 (stereo unspecified)	i	i	0.5	i	i	-7*	-17	0	-5	-26	i
CCOCCCNC(=O)C(c1ccc(OC)cc1)N(Cc1ccc2c(c1)OCO2)C(=O)c1ccccn1 (stereo unspecified)	i	i	-0.3	i	i	i	0	5	1	17	i
O=C(O)/C=C/c1ccccc1Oc1ccccc1	i	i	-0.3	i	i	i	-9	-2	-1	-2	i
C=CCOc1cc(C)nc(-c2ccccc2O)n1	i	i	-0.1	i	i	i	3	12	6	-43	i
CN(C(=O)c1ccco1)c1nc(CC(=O)Nc2ccccc2)cs1	i	i	0.0	i	i	i	1	-25	1	-13	i
O=C(NCc1ccc(Cl)cc1)C(=O)NCC1OCCN1S(=O)(=O)c1ccc2c(c1)OCCO2 (stereo unspecified)	i	i	-0.3	i	i	i	-2	15	3	-5	i
Cc1nc2sc(C(c3ccccc3)N3CCN(c4ccccc4F)CC3)c(O)n2n1 (stereo unspecified)	i	i	1.5	i	i	i	-1	-20	3	2	i
Cn1nnnc1SCC(=O)Nc1ccc2c(c1)OCO2	i	i	1.8	i	i	i	14	-99	6	-42	i

Screens deposited in PubChem by several laboratories.
